Compound activity deposited in PubChem by The Scripps Research Institute Molecular Screening Center.
ABHD4 inh = inhibitors of mouse ABHD4; inhibition, % at 8.92 µM; 370,000 compounds, 0.54% hits; Q8VD66; purified mABHD4, FP-Rh probe fluorescence polarization;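 active = inhibition exceeding the mean over every tested compound plus 3 SD, cut at about 30% in these data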;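 note: 0% = plate median of compound wells and 100% = S159A mutant with DMSO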
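Doses – 8.92 µM, single dose · Material – wild-type mouse ABHD4 protein · Replication – single well per compound (singlicate) · Measure – percent inhibition of probe binding, normalized to plate controls · Schedule – 45 min compound pre-incubation plus 60 min probe step, 25 °C · Detection – fluorescence polarization with parallel and perpendicular emission, 525/598 nm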
SIAE primary = inhibitors of human sialic acid acetylesterase SIAE; Q9HAT2; SIAE FP-Rh probe binding, fluorescence polarization; 370,000 compounds, 0.69% hits; inhibition, % at 9.66 µM;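 active = inhibition above a cutoff: mean of compounds within the control limits plus 3 SD of those, cut at about 17% in these data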;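 note: 0% = plate median of compound wells and 100% = probe without SIAE protein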
HTRA1 inh = blocks human HTRA1 serine peptidase; Q92743; recombinant HTRA1, FP-rhodamine activity-based probe, fluorescence polarization; 340,000 compounds, 0.5% hits; inhibition, % at 5.96 µM; in the data active = inhibition above about 36%;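 note: 0% = enzyme with DMSO and 100% = wells lacking enzyme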
TDP2 inh = blocks human TDP2 phosphodiesterase activity. inhibition, % at 12.8 µM. O95551. 370,000 compounds, 0.34% hits. recombinant TDP2, T5PNP hydrolysis, p-nitrophenol absorbance 415 nm;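 active = inhibition above the mean of all tested compounds plus 3 SD, set per campaign, cut at about 25% in these data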;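 note: 0% = DMSO with enzyme and 100% = buffer with substrate but no TDP2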
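Read-out basis: percent inhibition. System: recombinant human TDP2. Buffer or medium: Mg2+-containing Tris-HCl buffer, pH 7.5. Repeats: single replicate. Timing: reaction 2 h, 37 °C. Benchmarks: high control without enzyme, low control DMSO plus TDP2. Probe or stimulus: 5 mM T5PNP. Doses: 12.8 µM only. Measured by: epi absorbance of p-nitrophenol freed from T5PNP by hydrolysis.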
UHRF1 binding = UHRF1 methyl-DNA binding inhibition; UHRF1 binding to methylated oligo, TR-FRET; Q96T88; inhibition, % at 4.4 µM; 370,000 compounds, 0.75% hits; in the data active = inhibition above about 21%;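 note: UHRF1 SRA domain binding a hemimethylated CpG hairpin DNA probe; 0% = median of test compound wells and 100% = reference inhibitor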
Target sequence (Q96T88 whole entry, looked up, the tested form may be a part): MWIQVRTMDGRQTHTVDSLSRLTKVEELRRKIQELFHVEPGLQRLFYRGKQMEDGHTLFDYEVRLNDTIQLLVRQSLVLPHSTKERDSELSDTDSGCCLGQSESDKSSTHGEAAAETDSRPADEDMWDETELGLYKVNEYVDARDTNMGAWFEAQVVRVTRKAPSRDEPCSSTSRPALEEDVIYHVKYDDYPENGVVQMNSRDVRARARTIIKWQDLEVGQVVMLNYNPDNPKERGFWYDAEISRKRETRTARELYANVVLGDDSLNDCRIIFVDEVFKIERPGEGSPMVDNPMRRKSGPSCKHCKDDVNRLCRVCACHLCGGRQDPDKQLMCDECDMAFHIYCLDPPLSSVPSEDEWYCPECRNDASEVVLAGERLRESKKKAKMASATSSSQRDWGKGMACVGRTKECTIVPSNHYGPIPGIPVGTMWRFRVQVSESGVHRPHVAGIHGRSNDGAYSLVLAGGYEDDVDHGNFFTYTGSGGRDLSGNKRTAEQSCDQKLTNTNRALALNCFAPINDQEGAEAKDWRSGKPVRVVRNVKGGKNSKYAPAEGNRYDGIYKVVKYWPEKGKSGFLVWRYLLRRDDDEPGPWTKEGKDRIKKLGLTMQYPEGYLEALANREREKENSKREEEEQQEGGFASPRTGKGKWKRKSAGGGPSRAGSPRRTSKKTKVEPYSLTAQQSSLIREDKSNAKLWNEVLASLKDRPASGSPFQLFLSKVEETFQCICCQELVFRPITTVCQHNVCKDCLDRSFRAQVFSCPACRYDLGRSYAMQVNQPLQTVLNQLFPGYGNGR
TCR CD3 inh = human TCR-CD3 binding inhibition; TAMRA-labeled TCR probe fluorescence, biochemical; inhibition, % at 9.4 µM; 360,000 compounds, 0.37% hits; AID 651800; in the data active = inhibition above about 19%;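 note: recombinant mutant TCR 2C K166C tagged with TAMRA read by polarization; 0% = receptor in buffer alone and 100% = receptor with positive control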
PG9 Ab binder = binds the HIV-1 gp120 antibody PG9; AID 624416; inhibition, % at 6.7 µM; TR-FRET gp120-PG9 antibody binding; 360,000 compounds, 0.43% hits; in the data active = inhibition above about 8.5%
PRMT1 FP inh = blocks human protein arginine methyltransferase 1; Q99873; recombinant PRMT1, activity-based probe fluorescence polarization; inhibition, % at 2.79 µM; 370,000 compounds, 1.3% hits;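 active = inhibition above about 21% made by adding two undisclosed values, limit read from the data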
Tn7 DDE FP = inhibitors of Tn7 peptide binding to human fibrin DD(E). P02675. FP displacement of FITC-Tn7 peptide from fibrin DD(E); 0% = median of compound wells per plate. inhibition, % at 8.3 µM. 370,000 compounds, 0.13% hits. AID 720508;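 active = inhibition above the mean of compounds falling within the control limits plus 3 SD of them, cut at about 14% in these data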;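 note: 0% = plate median of compound wells and 100% = 10 µM Aha-Tn7 peptide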
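Test system – human fibrin DD(E) · Times – 10 min preincubation, 3 h with tracer, room temperature · Detection – fluorescence polarization of the labelled Tn7 tracer · Measure – percent inhibition normalized to high-control wells · Benchmarks – high control wells with 10 µM unlabelled Aha-Tn7 peptide (full inhibition) · Repeats – singlicate testing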
LEDGF integ inh = blocks HIV-1 LEDGF/p75-dependent DNA integration; TR-FRET IN-LEDGF/p75 DNA integration, Eu/Cy5; inhibition, % at 3.7 µM; 370,000 compounds, 0.64% hits;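 active = inhibition above the screen-wide mean plus 3 SD, cut at about 13% in these data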;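 note: signal is the Cy5 over europium emission ratio at 671 and 618 nm; 0% = plate median of compound wells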
* hit, by the source's call; . = not tested or not shown.

Field names: A = ABHD4 inh; B = SIAE primary; C = HTRA1 inh; D = TDP2 inh; E = UHRF1 binding; F = TCR CD3 inh; G = PG9 Ab binder; H = PRMT1 FP inh; I = Tn7 DDE FP; J = LEDGF integ inh
COc1ccc(Nc2nnc(SCC3CCCO3)s2)cc1 (centres undefined)
  A: -1 | B: 3 | C: 4 | D: -1 | E: 3 | F: 5 | G: -0.8 | H: 5 | I: 0 | J: -5

Cc1ccc2c(C)nc(Nc3nc(CSc4nnnn4-c4ccccc4)cc(=O)[nH]3)nc2c1
  A: -4 | B: -4 | C: 10 | D: -3 | E: 2 | F: -5 | G: 5.1 | H: 2 | I: 6 | J: 1

COc1ccc(C2=NS(=O)(=O)N(C)C(C(=O)NC(C)c3ccccc3)=C2)cc1 (centres undefined)
  A: 0 | B: -3 | C: -14 | D: 8 | E: 2 | F: 1 | G: -2.7 | H: 2 | I: 2 | J: -4

Cc1ccc(C2CCN(C(=S)NC(C)(C)C)C2)cc1 (centres undefined)
  A: 7 | B: -2 | C: -13 | D: 6 | E: 4 | F: 3 | G: -0.1 | H: 0 | I: -1 | J: -6

O=C(Nc1cccc(Cl)c1)C1CCCN(c2cnccn2)C1 (centres undefined)
  A: 7 | B: -1 | C: 2 | D: -13 | E: 0 | F: -1 | G: -2.7 | H: 3 | I: -1 | J: -6

COC(=O)[C@]12C[C@H](CC(=O)NCC3CCCCC3)C(=O)N(Cc3ccco3)C1=C[C@H](C(C)C)O[C@@H]2C1CC1
  A: 9 | B: 1 | C: . | D: -3 | E: -2 | F: . | G: . | H: 3 | I: 4 | J: -1

Cc1c(C(=O)N(C)C)sc2nc(-c3ccccn3)[nH]c(=O)c12
  A: -1 | B: -3 | C: -1 | D: -9 | E: 8 | F: -8 | G: -1.3 | H: 8 | I: 1 | J: -24

CCOc1ccc(C(=O)CCC(=O)Nc2ccc(C)c(S(=O)(=O)N3CCCCC3)c2)cc1
  A: -18 | B: -20 | C: -38 | D: -10 | E: -1 | F: 12 | G: -0.6 | H: -4 | I: 4 | J: -1

Cc1ccccc1OCc1nc(-c2ccc(Br)o2)no1
  A: -10 | B: -3 | C: -18 | D: -3 | E: -1 | F: 10 | G: 0.5 | H: 1 | I: 5 | J: -4

COCCC(=O)N1CCC(Oc2ccc(C(=O)NC(C)CCn3cccn3)cc2)CC1 (centres undefined)
  A: 4 | B: 0 | C: 9 | D: 0 | E: -1 | F: -2 | G: -1.3 | H: -2 | I: 0 | J: 0

COc1ccc(CCN2CC(C(=O)N(C)CCn3nc(C)cc3C)CCC2=O)cc1 (centres undefined)
  A: 0 | B: 3 | C: 6 | D: -16 | E: 4 | F: -5 | G: -0.4 | H: -1 | I: 1 | J: 2

COC(=O)c1c(NC(=S)NC(=O)c2ccco2)sc2c1CCCC2
  A: -9 | B: 0 | C: -6 | D: 5 | E: -4 | F: 8 | G: 0.7 | H: -2 | I: 0 | J: 4

O=C(CCS(=O)(=O)c1cccc2nonc12)N1CCN(c2ccc(F)cc2)CC1
  A: -3 | B: 0 | C: -4 | D: 9 | E: 20 | F: 9 | G: 0.5 | H: -3 | I: -8 | J: 2

COc1ccc(CNC(=O)CN=C2NC(=O)C(c3ccccc3)(c3ccccc3)N2)cc1
  A: -4 | B: 1 | C: 3 | D: -12 | E: 1 | F: -3 | G: -0.8 | H: 0 | I: -6 | J: 2

CCO/N=C/c1ccc(OC)c(Oc2nc(OC)cc(OC)n2)c1
  A: 3 | B: -4 | C: -5 | D: 3 | E: -3 | F: 2 | G: -1.4 | H: 0 | I: 1 | J: -3

CCOc1cc(C=O)cc(Br)c1OCC(N)=O
  A: 1 | B: -3 | C: 3 | D: 3 | E: -1 | F: 9 | G: -3.7 | H: -4 | I: -2 | J: -2

Cn1c(N)c(C(=O)COC(=O)C2(c3ccc(Cl)cc3)CCCC2)c(=O)n(C)c1=O
  A: 6 | B: -7 | C: -2 | D: 1 | E: -2 | F: 4 | G: -2.6 | H: 0 | I: -6 | J: -4

c1cncc(CNC2CCCc3ccccc32)c1 (centres undefined)
  A: 6 | B: 4 | C: -1 | D: -9 | E: 1 | F: -2 | G: 0.6 | H: -2 | I: -8 | J: 3

CCC1([N+](=O)[O-])COC(c2ccc(Cl)cc2)OC1 (centres undefined)
  A: -6 | B: 4 | C: -2 | D: -4 | E: 3 | F: -1 | G: -1.6 | H: -4 | I: -2 | J: -2

COc1ccc(-c2[nH]ncc2CNCCn2cccn2)c(F)c1
  A: 1 | B: 1 | C: 2 | D: -8 | E: 2 | F: -9 | G: -0.1 | H: 3 | I: 0 | J: -6

c1ccc(-n2cc(CN3CCC(N4CCOCC4)CC3)c(-c3ccc4c(c3)OCO4)n2)cc1
  A: -2 | B: -3 | C: -6 | D: 0 | E: 6 | F: 5 | G: -1.2 | H: -1 | I: -2 | J: 5

COc1ccc(/C=C2\SC(=S)N(CCCC(=O)NC3CCCC3)C2=O)cc1OC
  A: -5 | B: -1 | C: 2 | D: -4 | E: -2 | F: 11 | G: -0.1 | H: -6 | I: -1 | J: 4

CC(C)(C#CCN1CCCC1)OCCC#N
  A: -1 | B: -1 | C: 0 | D: -10 | E: -11 | F: -1 | G: 0.3 | H: 0 | I: -1 | J: -2

COc1cccc(S(=O)(=O)N2CCOCC2)c1
  A: -4 | B: -2 | C: 6 | D: 3 | E: 4 | F: -1 | G: -0.7 | H: 2 | I: 6 | J: 3

COc1cccc(S(=O)(=O)Nc2ccc(C(=O)NCc3ccco3)cc2)c1
  A: -13 | B: 5 | C: 2 | D: -2 | E: -3 | F: 6 | G: -3.5 | H: 1 | I: 2 | J: 7

Cc1ccnc(NC(=O)c2ccc(S(=O)(=O)NCc3ccco3)cc2)c1
  A: -1 | B: 8 | C: -4 | D: 9 | E: 2 | F: -2 | G: -2.7 | H: -3 | I: -5 | J: 4

CC(OC(=O)CSc1ccc([N+](=O)[O-])cc1)C(=O)NC1CC1 (centres undefined)
  A: -3 | B: 10 | C: 8 | D: 2 | E: 1 | F: -4 | G: 0.9 | H: 12 | I: 3 | J: 1

COc1cc(C(=O)Nc2cccc(S(=O)(=O)N3CCCC3)c2)cc(OC)c1C
  A: -25 | B: -25 | C: -30 | D: -3 | E: 19 | F: -2 | G: 0.0 | H: -3 | I: 1 | J: -3

N#CC(C(=O)NC1CC1)c1nc2ccccc2nc1N1CCN(C/C=C/c2ccccc2)CC1 (centres undefined)
  A: 3 | B: 1 | C: 3 | D: 9 | E: -2 | F: 4 | G: -1.6 | H: -1 | I: -1 | J: 2

Cc1nc2nc(CNC(=O)OC(C)(C)C)nn2c(C)c1CCC(=O)Nc1ccc2c(c1)OCO2
  A: 4 | B: 12 | C: 7 | D: 0 | E: -2 | F: -3 | G: 0.5 | H: 3 | I: 2 | J: 1

O=C(c1cccc(O)c1)N1CCN(C(=O)C2CC2)CC1
  A: 6 | B: 6 | C: -6 | D: 8 | E: 1 | F: -1 | G: 0.8 | H: -1 | I: -1 | J: 3

CCSc1nnc(-c2ccncc2)n1Cc1ccccc1
  A: 0 | B: 0 | C: -4 | D: -1 | E: 0 | F: 5 | G: 1.1 | H: 0 | I: 2 | J: -1

O=C(Cn1cc2c(n1)CCCC2)NC1CCN(Cc2ccccc2)CC1
  A: 0 | B: -3 | C: 5 | D: 0 | E: 0 | F: 2 | G: -0.6 | H: 1 | I: 1 | J: 3

NC(=O)CSc1nc2scc(-c3ccc(Cl)cc3)c2c(=O)n1Cc1ccccc1
  A: 4 | B: 6 | C: 5 | D: -3 | E: -3 | F: -1 | G: 3.7 | H: 0 | I: 4 | J: 4

O=C(CCCCl)NC(=S)Nc1ccc(N2CCOCC2)cc1
  A: -3 | B: 8 | C: . | D: 7 | E: -2 | F: 6 | G: -2.1 | H: -1 | I: -8 | J: 1

Cc1occc1-c1nnc(SCC(=O)Nc2c(F)cccc2F)n1C
  A: 0 | B: 1 | C: 1 | D: -2 | E: 2 | F: 6 | G: 1.5 | H: 2 | I: 5 | J: 1

Nc1nnnn1/N=C/c1ccc(O)cc1
  A: 5 | B: 3 | C: 9 | D: 11 | E: -3 | F: 2 | G: -0.1 | H: -5 | I: 2 | J: 0

CCN1CCN(c2ccc(NC(=O)c3cccnc3)cc2Cl)CC1
  A: -1 | B: -2 | C: -1 | D: -2 | E: 1 | F: 0 | G: 1.9 | H: -3 | I: 0 | J: 2

Brc1c(CSc2nncc3ccccc23)nc2ccccn12
  A: -3 | B: 2 | C: -1 | D: -7 | E: 2 | F: 5 | G: 0.8 | H: 2 | I: -2 | J: -2

A different layout for nine compounds above.
Fields – ABHD4 inh, SIAE primary, HTRA1 inh, TDP2 inh, UHRF1 binding, TCR CD3 inh, PG9 Ab binder, PRMT1 FP inh, Tn7 DDE FP, LEDGF integ inh
> O=C(c1cccc(O)c1)N1CCN(C(=O)C2CC2)CC1
→ 6, 6, -6, 8, 1, -1, 0.8, -1, -1, 3
> CCSc1nnc(-c2ccncc2)n1Cc1ccccc1
→ 0, 0, -4, -1, 0, 5, 1.1, 0, 2, -1
> O=C(Cn1cc2c(n1)CCCC2)NC1CCN(Cc2ccccc2)CC1
→ 0, -3, 5, 0, 0, 2, -0.6, 1, 1, 3
> NC(=O)CSc1nc2scc(-c3ccc(Cl)cc3)c2c(=O)n1Cc1ccccc1
→ 4, 6, 5, -3, -3, -1, 3.7, 0, 4, 4
> O=C(CCCCl)NC(=S)Nc1ccc(N2CCOCC2)cc1
→ -3, 8, ., 7, -2, 6, -2.1, -1, -8, 1
> Cc1occc1-c1nnc(SCC(=O)Nc2c(F)cccc2F)n1C
→ 0, 1, 1, -2, 2, 6, 1.5, 2, 5, 1
> Nc1nnnn1/N=C/c1ccc(O)cc1
→ 5, 3, 9, 11, -3, 2, -0.1, -5, 2, 0
> CCN1CCN(c2ccc(NC(=O)c3cccnc3)cc2Cl)CC1
→ -1, -2, -1, -2, 1, 0, 1.9, -3, 0, 2
> Brc1c(CSc2nncc3ccccc23)nc2ccccn12
→ -3, 2, -1, -7, 2, 5, 0.8, 2, -2, -2

Outcome played no part in choosing rows; 4.2% or so of the library scored in one or more.
